High-throughput results as filed in PubChem BioAssay.
HIV peptide binding: cell-free HIV fusion peptide-binding blockers – biochemical, uHTS, fluorescence dequenching, primary screen (AID 1986); cell-free peptide binding, fluorescence dequenching, 30 min; higher % means a stronger effect; one-dose inhibition, % at 20 µM; IC50 in µM for titrated hits; 0.3% of 290,000 active; in the data active = inhibition mostly above about 52%, no sharp cut-off; inactive = mostly below about 76%; note: some results filed as inactive read as strong as hits
GPR55 activation: selective activators of receptor GPR55 – imaging, U2OS cells, beta-arrestin-GFP redistribution, primary screen (AID 1961); 0.048% of 290,000 active; one-dose activation, % at 10 µM; EC50 in µM for titrated hits; U2OS GPR55 beta-arrestin-GFP redistribution imaging; higher % means a stronger effect;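 active = activation above 40% with more than 50 cells counted in the well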;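 note: U2OS osteosarcoma cells stably expressing GPR55 and beta-arrestin-GFP; plate controls were DMSO negative control for no effect and LPI positive control for full effect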
NOD1 inhibition: inhibition of NOD1-driven NF-kB reporter – cell-based, luminescence, uHTS, primary screen (AID 1578). inhibition, % at 4 µM; hits with a dose series show EC50 in µM. NOD1-driven NF-kB luciferase reporter cells, luminescence; higher % means a stronger effect. 1% of 290,000 active; in the data active = inhibition mostly above about 36%, no sharp cut-off; inactive = mostly below about 34%;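 note: HEK-293T reporter cells stimulated with the NOD1 agonist gamma-tri-DAP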
KOR beta-arrestin-1: KOR antagonists, beta-arrestin recruitment, cell-based, luminescence, uHTS (AID 1778) | KOR beta-arrestin recruitment, luminescence, antagonist mode; higher % means a stronger effect | inhibition, % at 10 µM; hits with a dose series show IC50 in µM | 0.091% of 290,000 active; note: strong numbers were not always called active
KOR beta-arrestin-2: KOR agonists, beta-arrestin recruitment, primary screen, cell-based, luminescence, uHTS (AID 1777); KOR beta-arrestin recruitment, luminescence; higher % means a stronger effect; activation, % at 10 µM; hits with a dose series show EC50 in µM; 0.02% of 280,000 active; in the data active = activation above about 50%, passing the limit was not always enough; note: a part of the inactive calls stands beside numbers as strong as those of hits
GPR35 arrestin U2OS: inhibition of zaprinast-stimulated GPR35 beta-arrestin translocation – imaging, U2OS, beta-arrestin-GFP, zaprinast agonist, primary screen (AID 2058); U2OS GPR35 beta-arrestin-GFP translocation imaging, zaprinast antagonism; higher % means a stronger effect; inhibition, % at 10 µM, or IC50 in µM where a hit was titrated; 0.052% of 290,000 active;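 active = inhibition of at least 50% with at least 30 cells and total cytoplasm GFP at most 10,000,000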
GPR55 LPI antagonism: inhibition of LPI-stimulated GPR55 beta-arrestin translocation – imaging, U2OS, beta-arrestin-GFP, LPI agonist, primary screen (AID 2013). U2OS GPR55 beta-arrestin-GFP translocation imaging, LPI antagonism; higher % means a stronger effect. 0.13% of 290,000 active. inhibition, % at 10 µM, or IC50 in µM where a hit was titrated;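 active = spots per cell inhibited over 60%, with over 100 cells counted and total cytoplasm intensity under 500,000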;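 note: U2OS cells stably carrying GPR55 and arrestin-GFP stimulated by 5 µM LPI near EC80; imaged beta-arrestin-GFP aggregate spots per cell after agonist stimulation; plate controls were LPI-stimulated DMSO wells for no effect and DMSO wells without LPI for full effect; some results filed as inactive read as strong as hits; confirmed hits need IC50 under 10 µM and bright autofluorescent wells are also inconclusive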
Myeloid diff MLP: promotes myeloid progenitor differentiation. ER-HoxA9 myeloid progenitors, lysozyme-GFP differentiation, flow cytometry. calls only at 10 µM. 1% of 360,000 active;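 active = normalized GFP-positive differentiation at or above the plate's own cutoff, the solvent-only control mean plus 3 SD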;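 note: cells exposed to compound for four days before flow analysis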
NOD2 inhibition: NOD2 signaling inhibitors, cell-based, luminescence, uHTS, HEK293 (AID 1566); HEK293 NOD2/NF-kB luciferase reporter, luminescence; higher % means a stronger effect; one-dose inhibition, % at 4 µM; EC50 in µM for titrated hits; 0.63% of 290,000 active; note: many of its hits are not listed in these tables
Myeloid diff MLP GFP+ MAC1+ %: further read-out of Myeloid diff MLP, marked with its call; GFP+ MAC1+ double positive, %; measured here: differentiation confirmed by MAC1 staining
The depositor's hits bear a star; i = inactive; / = not tested or not shown; + = active, no number; [ ] = another dose, or the depositor's remark. Cut-off read from the data, not from the text of the source, unless noted: active = inhibition above about 50%; inactive = the rest.

#	Compound	HIV peptide binding	GPR55 LPI antagonism	KOR beta-arrestin-2	NOD1 inhibition	GPR35 arrestin U2OS	Myeloid diff MLP GFP+ MAC1+ %	GPR55 activation	NOD2 inhibition	KOR beta-arrestin-1	Myeloid diff MLP
1	Cc1ccc(S(=O)(=O)NC(=NCc2ccccc2)c2ccc(F)cc2)cc1	-1.3%	5%	0.5%	-9%	-11%	1.0	0.2%	7%	8%	i
2	Oc1ccc(/C=N/Nc2ccc3ccccc3c2)c(O)c1	11%	-13%	-4.8%	-25%	4%	0.9	-0.5%	-5%	-15%	i
3	CC(C)c1ccc(NC(=O)C(c2ccc3c(c2)OCO3)N2CCC3(CC2)OCCO3)cc1 (centres undefined)	-0.3%	-1%	4.7%	-16%	8%	0.8	-0.1%	-11%	-8%	i
4	Cc1ccc(C(=O)C2=C(O)C(=O)N(Cc3cccnc3)C2c2ccc(OC(C)C)cc2)o1 (centres undefined)	-1.0%	-14%	3.4%	30%	-4%	0.0	-0.2%	15%	-33%	i
5	Cc1ccc(C)c(OCCC(=O)NCCc2ccc(F)cc2)c1	-0.7%	-4%	6.0%	-35%	-13%	1.0	-0.2%	-3%	-16%	i
6	CN(C)C(=O)CCSc1nnc(-c2ccncc2)o1	-0.2%	0%	-0.4%	29%	-10%	0.6	-0.6%	22%	-41%	i
7	CCN(CC)C1=NC=CC(c2ccccc2)=CC1C (centres undefined)	-0.4%	7%	-3.5%	-24%	2%	0.6	0.3%	0%	-2%	i
8	CC(=O)Nc1ccc(N/C=C/C(=O)c2ccccc2)cc1	0.6%	4%	-0.7%	-95%	-1%	0.6	0.1%	-77%	-27%[20 µM]	i
9	CCc1nonc1NC(=O)c1oc2ccc(F)cc2c1C	0.3%	8%	-0.4%	-5%	19%	1.2	-0.1%	-8%	-24%	i
10	CCCC(=O)n1nc(-c2ccco2)nc1N	-3.0%	8%	1.2%	-1%	0%	1.0	-0.1%	16%	18%	i
11	Cc1ccc(C(=O)NCCSC2CCCCC2)cc1S(=O)(=O)Nc1ccccc1	-2.4%	9%	0.5%	25%	7%	5.3	0.3%	19%	2%	i
12	COc1ccc(CCNC(=O)CSc2nc(-c3ccc(OC)c(OC)c3)ccc2C#N)cc1	-0.1%	-1%	-5.8%	-18%	-4%	0.3	0.1%	17%	22%	i
13	CCN(CC)S(=O)(=O)c1cc(NC(=O)COc2ccc(C#N)cc2OC)ccc1C	1.7%	12%	11%	-6%	-2%	0.5	0.3%	17%	6%	i
14	CS(=O)(=O)N1CCN(c2ccccc2NC(=O)Cc2ccccc2)CC1	-1.5%	-7%	-2.0%	-8%	-5%	0.7	-0.1%	1%	12%	i
15	CCN(Cc1ccncc1)C(=O)CCc1nnc(CCc2ccc(OC)cc2)o1	0.8%	-1%	-0.7%	-17%	2%	0.5	0.2%	6%	-20%	i
16	O=C(CCCCCN1C(=O)c2ccccc2C1=O)Oc1ccc2c3c(c(=O)oc2c1)CCC3	-0.2%	-13%	1.7%	34%	11%	1.0	-0.1%	12%	-62%	i
17	CCOc1ccccc1NC(=O)C1C2C=CC(C2)C1C(=O)O (centres undefined)	-3.3%	0%	5.2%	3%	18%	1.3	-0.1%	-2%	-11%	i
18	O=C(CCSCc1ccccc1F)N1CCN(c2ccccn2)CC1	-1.5%	4%	-2.8%	-25%	6%	2.5	0.0%	-47%	15%	i
19	COC(=O)C(Cc1csc2ccc(Cl)cc12)NC(=O)c1ccc(Cl)cc1 (centres undefined)	-0.6%	2%	0.7%	2%	-5%	0.5	-0.3%	-15%	37%	i
20	CC1=C(C(=O)Nc2ccccc2C(F)(F)F)C(c2ccc(C)s2)NC(=S)N1 (centres undefined)	-1.5%	14%	-4.9%	-4%	-15%	0.6	-0.2%	-5%	3%	i

An excerpt of these results, with one line to a screen.
[19] COC(=O)C(Cc1csc2ccc(Cl)cc12)NC(=O)c1ccc(Cl)cc1 (centres undefined)
[12] COc1ccc(CCNC(=O)CSc2nc(-c3ccc(OC)c(OC)c3)ccc2C#N)cc1

assay / entry	19	12
HIV peptide binding	-0.6%	-0.1%
GPR55 LPI antagonism	2%	-1%
KOR beta-arrestin-2	0.7%	-5.8%
NOD1 inhibition	2%	-18%
GPR35 arrestin U2OS	-5%	-4%
Myeloid diff MLP GFP+ MAC1+ %	0.5	0.3
GPR55 activation	-0.3%	0.1%
NOD2 inhibition	-15%	17%
KOR beta-arrestin-1	37%	22%
Myeloid diff MLP	i	i

Further records
#	Compound	HIV peptide binding	GPR55 LPI antagonism	KOR beta-arrestin-2	NOD1 inhibition	GPR35 arrestin U2OS	Myeloid diff MLP GFP+ MAC1+ %	GPR55 activation	NOD2 inhibition	KOR beta-arrestin-1	Myeloid diff MLP
21	O=C(O)C1C2CCC(O2)C1C(=O)Nc1ccc(F)cc1 (centres undefined)	-0.5%	8%	-2.9%	-15%	-10%	0.1	0.5%	27%	-28%[20 µM]	i
22	CCN1CCN(C(CNS(=O)(=O)c2ccc(OC)c(C)c2)c2cccnc2)CC1 (centres undefined)	0.6%	-2%	0.3%	-5%	5%	0.2	-0.1%	5%	-15%	i
23	C=C(C)[C@@H]1CC=C(CN2CCC(CCOC)(C(=O)OCC)CC2)CC1	-0.8%	8%	/	-15%	5%	0.1	-0.1%	-10%	11%[20 µM]	i
24	Cc1cc(C)c2nc3nc(C)cc(C)c3c(N)c2c1	2.3%	6%	-1.5%	-26%	-1%	2.1*	0.3%	-13%	-1%	+
25	CCOC1(OCC)N=C(N)C2(C#N)C(c3ccc(NC(C)=O)cc3)C12C#N (centres undefined)	2.3%	14%	-2.4%	-12%	12%	0.9	-0.1%	-7%	-12%	i
26	O=C(O)c1ccc(CSc2nnc(-c3cccnc3)n2-c2ccc(Br)cc2)cc1	-1.1%	14%	-1.7%	-16%	4%	0.2	-0.1%	4%	-30%[20 µM]	i
27	Cn1c(/C(C#N)=C/c2ccncc2)nc2ccccc21	9.9%	2%	-1.0%	-11%	12%	0.3	-0.1%	32%	-4%[20 µM]	i
28	Cc1cc(F)ccc1S(=O)(=O)N1CCCOC1CNC(=O)C(=O)NCCCN1CCOCC1 (centres undefined)	2.6%	6%	6.1%	1%	2%	0.3	-0.1%	18%	-19%	i
29	CN1C(=O)C(O)(C2OC(C)(C)CCC2=O)c2ccccc21 (centres undefined)	1.1%	8%	-4.4%	6%	-18%	2.6	-0.1%	-4%	-17%	i
30	Cc1ccc(Oc2ccc(-c3nc(N)nc(N)n3)cc2)cc1	-0.6%	-11%	1.3%	-12%	11%	9.2*	0.2%	13%	7%	+
31	CC(C)CC(=O)NC(=S)Nc1ccc(NC(=O)c2cccs2)cc1	-1.3%	-5%	-3.4%	-6%	5%	0.3	0.3%	8%	24%	i
32	COc1ccc(Cc2n[nH]c(=S)n2N)cc1OC	-2.3%	4%	-1.5%	-21%	-15%	0.5	0.2%	6%	-40%[20 µM]	i
33	Cc1ccc(-n2cc(-c3ccccc3)[nH]c2=O)cc1F	-0.2%	-6%	-4.8%	-26%	11%	0.4	0.0%	-41%	3%	i
34	O=C(O)Cn1nc2c3c(cccc3c1=O)-c1ccccc1-2	-0.5%	-3%	-6.2%	-1%	14%	0.9	0.5%	2%	-4%	i
35	O=c1ccnc(S/C=C/c2ccccc2)[nH]1	2.4%	-1%	2.6%	31%	6%	2.9	-0.1%	-34%	-58%	i
36	CN(C)CCOC(=O)c1ccc2[nH]c3c(c2c1)CSCC3	1.1%	16%	-0.9%	0%	-1%	0.3	-0.1%	15%	22%	i
37	Cc1ccc(-n2nnnc2-c2cnoc2-c2cccc(F)c2)cc1	-1.4%	6%	1.8%	-16%	5%	1.3	0.2%	10%	14%	i
38	CCOC(=O)c1c(SC)n(-c2ccccc2)c(=S)n(-c2ccccc2)c1=O	-0.6%	-6%	3.7%	-9%	-7%	0.7	-0.3%	6%	-13%	i
39	CCCC(N)CCCCCC(=O)O (centres undefined)	0.2%	-20%	-1.8%	8%	6%	2.2	-0.1%	12%	-25%	i
40	O=C(N=C1SC2CS(=O)(=O)CC2N1c1ccccc1Cl)C1CCCO1 (centres undefined)	0.1%	1%	-7.0%	-26%	-2%	3.5	-0.1%	7%	-10%	i
41	Cc1onc(-c2ccccc2Cl)c1C(=O)N1CCN(c2ncccn2)CC1	-0.6%	-5%	/	-19%	-5%	0.6	-0.1%	10%	12%[20 µM]	i
42	O=C(CCCN1C(=O)/C(=C\c2ccccc2)SC1=S)Nc1ccccc1O	-2.4%	9%	-4.0%	-2%	-2%	0.1	0.6%	9%	26%	i
43	COCCNC(=O)CSc1ncnc2sc(-c3ccccc3)cc12	-0.8%	3%	8.8%	-18%	9%	0.5	0.0%	-13%	20%	i
44	O=C(CNC(=O)c1cccs1)OCc1ccc(Br)cc1	0.2%	17%	16%	-47%	12%	1.6	-0.1%	0%	-22%	i
45	COc1ccc(C)cc1S(=O)(=O)N1CCN(C(=O)c2ncoc2-c2ccc(C)cc2)CC1	1.8%	-7%	4.1%	-31%	-10%	0.5	-0.2%	22%	-8%	i
46	C[C@H](NC(=O)c1ccco1)C(=O)Nc1cccc([N+](=O)[O-])c1	-1.0%	10%	-3.4%	-26%	-10%	0.8	-0.1%	11%	-2%	i
47	Cc1[nH]c2ccccc2c1CC(=O)O	0.8%	1%	-5.6%	-4%	11%	8.0	-0.1%	21%	8%	i
48	CC(=O)Nc1ccc(S(=O)(=O)NCc2ccc(C(=O)NCc3ccc(Cl)cc3)cc2)cc1	2.2%	-1%	-0.6%	-6%	-6%	4.0	-0.2%	-12%	22%	i
49	O=C(c1cccs1)N(Cc1cccc(Cl)c1)C1CCS(=O)(=O)C1 (centres undefined)	-2.5%	2%	-7.7%	19%	9%	0.9	0.1%	17%	28%	i
50	O=C(O)C1C2C=CC3(CN(C4CCCC4)C(=O)C13)O2 (centres undefined)	-0.1%	-4%	1.3%	5%	12%	1.6	0.3%	0%	-8%	i
51	CCc1cc2cc(OC)ccc2nc1SCC(=O)NNC(=O)c1ccco1	4.2%	-8%	/	-23%	17%	0.1	0.3%	8%	-19%[20 µM]	i
52	N#Cc1nc(-c2ccccc2F)oc1NCCN1CCOCC1	1.5%	-7%	2.7%	0%	-2%	12	0.3%	2%	-41%	i
53	C/C(CC(=O)Nc1cccc(Cl)c1C)=N\NC(=O)C(=O)NCC(C)C	-2.4%	5%	-1.5%	-41%	0%	0.5	-0.1%	3%	-37%	i
54	O=C(c1ccco1)N1CCCN(Cc2nc(Cc3ccccc3)no2)CC1	0.9%	6%	/	-10%	-8%	0.7	-0.1%	16%	6%[20 µM]	i
55	O=C(CSc1nncn1-c1cccnc1)Nc1ccccc1[N+](=O)[O-]	-1.2%	0%	-1.3%	-17%	0%	0.4	0.5%	21%	-2%	i
56	CCOc1ccc(/C=N/NC(=O)C(C)N(c2ccc(OC)cc2)S(C)(=O)=O)cc1 (centres undefined)	-1.1%	-5%	4.2%	-13%	12%	4.7	0.3%	5%	-21%	i

The list is partial; the hit share may differ from the screen's.
